D2 PAM: positive allosteric modulators of human D2 dopamine receptor. 340,000 tested, 0.34% active. AID 485347. P14416. HEK293 T-REx D2, calcium flux, EC20 dopamine potentiation. potentiation, % at 10 µM;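 active = potentiation over 3 SD above the plate norm, cut at about 30% in these data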; also: 0% is about no effect
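Calcium flux readout, no-wash dye, 1 read/s. Inducible HEK293 Trex D2 line, overnight 30 C. Compound alone 180 s (agonist flags), then EC20 dopamine, another 180 s to score potentiation.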
RXFP1 antag: antagonists of human relaxin receptor RXFP1; AID 1259400; 350,000 tested, 0.59% active; activity change, negative = inhibition, % at 57.5 µM; HEK293-RXFP1, relaxin-stimulated cAMP HTRF, 30 min; active compounds read low;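 active = activity change of -60% or lower, but not beyond a set lower limit; inconclusive = change between -60% and -40%, or beyond the set limit; inactive = change above -40%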; also: % is scaled to controls: 0 for no effect and ±100 for the full control effect
D1 agonist: human D1 receptor agonism; 360,000 tested, 1% active; AID 504660; activation, % at 2 µM; P21728; HEK293 T-REx D1 cells, calcium flux, agonist mode; also: 0% is about no effect
Target sequence (P21728 whole entry, looked up): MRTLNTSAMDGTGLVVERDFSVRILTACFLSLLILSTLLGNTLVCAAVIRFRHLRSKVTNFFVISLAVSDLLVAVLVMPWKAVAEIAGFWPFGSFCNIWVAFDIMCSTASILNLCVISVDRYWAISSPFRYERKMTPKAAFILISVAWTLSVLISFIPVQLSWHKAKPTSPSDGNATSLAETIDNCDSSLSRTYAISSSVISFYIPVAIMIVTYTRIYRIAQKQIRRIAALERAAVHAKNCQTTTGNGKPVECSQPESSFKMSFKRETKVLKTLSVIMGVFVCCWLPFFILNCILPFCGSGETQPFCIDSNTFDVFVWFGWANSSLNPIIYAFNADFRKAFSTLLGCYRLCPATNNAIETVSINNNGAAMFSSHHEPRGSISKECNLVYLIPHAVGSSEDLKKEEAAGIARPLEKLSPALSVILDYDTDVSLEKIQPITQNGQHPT
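Tetracycline-induced HEK293 TREx D1 cells, force-coupled to calcium signalling, were dye-loaded with a no-wash calcium kit. Compound was pin-added after a 10 s baseline. Fluorescence was read kinetically at 1 cycle/s for 180 s, with calcium rises flagged as agonism.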
TRHR agonist: agonists of human TRH receptor. P34981. TRHR cells, calcium flux fluo-8, FDSS agonist mode. activation, % at 2 µM. 360,000 tested, 0.18% active. AID 493084; also: 0% is about no effect
Target sequence (P34981 whole entry, looked up): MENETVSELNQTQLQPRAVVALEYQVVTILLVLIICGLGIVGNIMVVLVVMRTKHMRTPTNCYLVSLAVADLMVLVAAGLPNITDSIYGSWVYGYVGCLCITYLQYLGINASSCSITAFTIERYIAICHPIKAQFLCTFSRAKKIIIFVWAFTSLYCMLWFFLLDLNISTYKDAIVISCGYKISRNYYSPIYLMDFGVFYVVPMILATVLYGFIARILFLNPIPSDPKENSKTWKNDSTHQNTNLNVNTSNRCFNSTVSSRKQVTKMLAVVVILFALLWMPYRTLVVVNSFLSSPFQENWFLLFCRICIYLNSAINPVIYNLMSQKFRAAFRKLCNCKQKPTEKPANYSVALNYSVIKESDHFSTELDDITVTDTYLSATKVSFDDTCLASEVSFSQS
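Agonist-mode FDSS calcium read (Ex 480/Em 530, 1 s cycles) in 1536-well TRHR cells with fluo-8 dye, after 10-cycle baseline and 23 nL compound addition; TRH at EC20 (10 nM final) added afterwards for the enhancer phase.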
D2 agonist: D2 dopamine receptor (human) agonism | HEK293 T-REx D2 cells, calcium flux agonist mode | 340,000 tested, 0.53% active | AID 485358 | activation, % at 2 µM | P14416;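 active = activation over 3 SD above normal in the single-dose calcium agonist read, cut at about 30% in these data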; also: 0% is about no effect
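HEK293 Trex D2 cells, tetracycline-induced, o/n 30 C 5% CO2; no-wash Ca dye, RT 30–90 min; 10-cycle baseline, 23 nl cpd added, kinetic Ca read 180 s; agonist hits = positive Ca response.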
D1 antagonist: blocks dopamine activation of the human D1 receptor; HEK293 TREx D1 cells, calcium flux, dopamine EC80; active compounds read low; activity change, negative = inhibition, % at 10 µM; 360,000 tested, 3.2% active; in the data active = activity change below about -30%; also: % is scaled to controls: 0 for no effect and ±100 for the full control effect
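Compound effects on dopamine-evoked calcium signalling were measured in tetracycline-induced HEK293 Trex D1 cells. Dopamine at EC80 followed a 180 s compound pre-read, and fluorescence was tracked kinetically for 180 s more.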
TRHR PAM: TRH receptor (human) allosteric enhancement; AID 493056; enhancement, % at 2 µM; 360,000 tested, 0.66% active; TRHR cells, fluo-8 calcium fluorescence, EC20 TRH enhancement; in the data active = enhancement above about 30%; also: 0% is about no effect
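TRHR-expressing cells loaded with fluo-8 calcium dye were read kinetically (ex 480/em 530) during compound addition, then stimulated with an EC20 of TRH (10 nM final). Enhancement of the Gq-mediated intracellular calcium response was scored.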
D1 PAM: enhances dopamine response at the human D1 receptor. P21728. HEK293 TREx D1 cells, calcium flux, dopamine EC20 potentiation. potentiation, % at 10 µM. 360,000 tested, 0.036% active; in the data active = potentiation above about 30%; also: 0% is about no effect
D2 antag: antagonizes the human D2 dopamine receptor; HEK293 TREx D2 cells, calcium flux, dopamine EC80; inhibition, % at 10 µM; 340,000 tested, 2% active; AID 485344; in the data active = inhibition above about 30%; also: 0% is about no effect
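Compounds are added to dye-loaded, induced HEK293 T-REx cells coupled to calcium release via D2; after a 3 min kinetic read an EC80 dopamine stimulus is given and fluorescence is recorded for 3 more min.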
* = called active by the depositor; ? = inconclusive; nt = not tested or not shown. Rule as the data show it, unless noted: active = activation above about 30%; inactive = the rest.

SMILES	D2 PAM	RXFP1 antag	D1 agonist	TRHR agonist	D2 agonist	D1 antagonist	TRHR PAM	D1 PAM	D2 antag
CCc1nc2ccccc2c(NC(=O)CN2CC(C)CC(C)C2)c1C (stereo not drawn)	-5	-25	2	0.6	-2.5	3	0	-5	-15
O=C1CCC/C1=C\Nc1ccc(Cl)c([N+](=O)[O-])c1	-7	-21	9	-0.4	-0.8	-40*	0	-2	0
COc1ccccc1NC(=O)C1CCN(S(=O)(=O)c2cccc3nonc23)CC1	nt	0	-1	0.1	nt	-6	-13	-3	nt
O=C(O)c1ccc(COc2ccc3ccccc3c2/C=C2/NC(=O)N(Cc3ccc(F)cc3)C2=O)cc1	8	-6	1	-0.3	-0.6	1	-4	-3	-7
CCOC(=O)N1CCC(NS(=O)(=O)c2ccc3c(c2)C(C)(C)C(=O)N3C)CC1	2	7	1	-0.1	0.7	-15	4	3	-4
COc1ccc2ncc3c(-c4ccc(C)c(C)c4)nn(CC(=O)Nc4ccccc4)c3c2c1	-5	-2	3	0.5	-1.5	-5	2	-3	nt
CCCCCNC(=O)Cc1ccc(OC)cc1	-7	4	2	-0.7	0.7	-8	4	-1	-21
COC(=O)c1ccccc1NC(=O)C1CCN(S(C)(=O)=O)CC1	-6	1	6	0.1	1.0	23	-7	-6	-17
Cc1ccccc1/C=C/C1=NCCN1	4	nt	0	1.7	0.1	-43*	-5	-7	11
CCOC(=O)C1(Cc2cccc(F)c2)CCN(CC(O)CO)CC1 (stereo not drawn)	9	13	2	0.3	0.2	7	0	2	-1
O=C(COC(=O)C1CC(=O)N(c2ccc3c(c2)OCCO3)C1)Nc1ccc2c(c1)CCC2 (stereo not drawn)	12	-6	2	-1.2	-1.1	8	1	-2	13
Cc1ccc(C2CC(C(F)(F)F)n3ncc(C(N)=O)c3N2)cc1 (stereo not drawn)	4	1	1	-1.1	0.1	-1	-6	-4	13
Cc1c(C)n(Cc2ccccc2)c2ccc(C(=O)NCc3ccco3)cc12	-2	-10	7	-0.6	0.4	-70*	-4	-8	nt
CCCN(CCC)CCNC(=O)C1CCN(c2nc3ccc(CC)cc3s2)CC1	-6	-15	90*	2.3	nt	-30*	-5	6	nt
Cc1[nH]n(-c2ccccc2)c(=O)c1N=Nc1cccc([N+](=O)[O-])c1	8	-25	4	0.3	0.9	5	3	0	-31
Cc1ccc(NC(=O)COC(=O)Cc2ccsc2)cc1S(=O)(=O)N(C)C	10	0	5	-1.4	-2.3	6	-4	-4	16
CCC(C)[C@H](N)c1nnc(SCC(=O)Nc2ccc(C)cc2C)o1 (stereo partly drawn)	11	-16	2	-0.1	0.8	0	4	-3	-4
O=C(OCCN=C1NS(=O)(=O)c2ccccc21)c1cccnc1	3	1	2	-0.8	0.5	-21	5	-6	-1
CC(C)=CCCC(C)CN1CCC(n2nccc2NC(=O)c2ccccc2)CC1 (stereo not drawn)	-10	-5	1	1.0	0.2	-6	-2	-5	-8
COc1ccc(-n2ncc3c2CC(C)(C)CC3NC(=O)c2oc(C)cc2C)cc1 (stereo not drawn)	36*	-14	2	-0.9	-0.4	0	2	-2	-11
COc1ccc(OC)c(C(=O)Cn2nnc(-c3ccc(N4CCOCC4)cc3)n2)c1	nt	-2	4	0.8	nt	0	0	4	nt
COc1ccc(-c2nn(-c3ccccc3)cc2C(=O)O)cc1OC	nt	-9	6	0.8	nt	-22	3	4	nt
O=C(CCCOc1ccccc1)N1CCN(c2ccccn2)CC1	28	-4	2	-0.3	-1.1	-1	-1	-2	-22
COc1ccc(NC(=O)CCNC(=O)Cn2ccc3ccccc3c2=O)cc1OC	-8	4	4	0.1	-1.1	-17	1	3	6
CN(C)N1C(N)=C(C#N)C(c2cccc([N+](=O)[O-])c2)C2=C1CC(C)(C)CC2=O (stereo not drawn)	2	-9	5	-1.1	-0.6	23	1	3	-4
CCC(c1nnnn1CCOC)N1CCN(c2nc3ccccc3s2)CC1 (stereo not drawn)	19	6	0	0.6	-0.5	1	0	-2	-7
O=C(N=Nc1c(O)[nH]c2ccccc12)c1cccc(S(=O)(=O)Nc2ccccc2Cl)c1	3	-3	1	-0.7	1.1	-23	3	-4	-13
Cc1cc(C)n(/N=C/c2cccs2)c(=O)c1C#N	8	0	2	-1.0	0.3	-12	0	-8	0
O=C(NCCCN1CCCC1=O)c1ccc(S(=O)(=O)Nc2ccccc2F)cc1	-4	-2	1	-0.1	0.4	-4	3	-6	5
COC(=O)C1=C(C)Nc2nnnn2C1c1ccco1 (stereo not drawn)	nt	-8	1	-0.5	0.6	-1	0	-4	3
C=CCn1c(SCc2ccccc2)nc2c1c(=O)[nH]c(=O)n2C	4	2	2	-0.5	-0.3	-2	-1	-6	-5
c1ccc(NNC2=NCCCCC2)cc1	10	2	2	0.7	-0.6	-9	11	-9	2
CCOC(=O)c1cc(OC(=O)c2ccccc2Br)n(-c2ccccc2)n1	1	-9	1	0.4	0.4	3	-4	-2	-3
Cc1cc(C)n2nc(C(=O)OCC(=O)N(Cc3ccccc3)C(C)C)nc2n1	-6	3	5	0.4	0.7	7	6	1	-4
Cc1ccc(S(=O)(=O)N2[C@@H](c3ccc(F)cc3)C(C(=O)O)=CC[C@H]2c2cccc(Cl)c2)cc1	-7	nt	0	0.1	0.5	4	-8	-12	-2
COc1ccc2[nH]c(C(=O)N/N=C/c3ccc(O)cc3O)cc2c1	5	-1	2	-0.5	-1.8	-25	15	3	-23
COC(=O)C1CCN(C(=O)COC(=O)CSc2ccc(C(N)=O)cc2[N+](=O)[O-])CC1	8	-2	1	0.1	0.1	-2	12	-3	4
COc1ccc(C(C(=O)NCC2CCCO2)N(C(=O)c2snc(C(N)=O)c2N)c2ccc(C)cc2)cc1OC (stereo not drawn)	4	-5	1	0.0	0.7	-2	1	-2	4
COc1ccc2c(c1)cc1c(=O)n(CC(=O)NCc3ccco3)nc(C)n12	nt	1	-1	-0.1	-0.4	-17	3	0	nt
COc1ccc(/C=C2\SC(=O)N(CCC(=O)N(C)C3CCS(=O)(=O)C3)C2=O)cc1 (stereo not drawn)	-3	6	7	0.8	0.7	-6	21	7	-16
CCCC(C(=O)Nc1ccc(S(=O)(=O)N2CCCC2)cc1)c1ccccc1 (stereo not drawn)	19	9	21	3.6	2.2	4	13	2	-5
C/C=C/C1=CC(=O)C[C@H](c2ccc(OC)c(OC)c2)C1	-7	nt	-1	-0.1	0.2	0	23	4	-9
O=C1/C(=C/c2ccccc2O)SC(=S)N1Cc1cccnc1	-1	-5	3	0.4	0.2	-7	-2	-2	-12
Cc1noc(-c2ccc(N3CCC(C)CC3)c([N+](=O)[O-])c2)n1	-7	nt	9	1.6	-0.9	-8	2	-2	nt
CCCc1n(CC(O)COC2CCCCC2)c2ccccc2[n+]1C (stereo not drawn)	3	12	1	-0.9	-2.6	5	-3	-4	-6
Nc1c(-c2ccc(Cl)cc2)cnn1-c1ccccc1	-5	-6	0	-0.4	-0.7	-4	-9	-3	-4
NC(=O)C1CCN(C(=O)c2ccc(NC(=O)c3nsc4ccccc34)cc2)CC1	5	-2	0	-0.1	-0.1	-8	-1	-1	nt
CNC(=O)CN(c1cc(OCCOC)c(Cl)cc1Cl)S(=O)(=O)c1ccccc1	11	5	0	-0.3	-0.7	-1	-4	-2	-2
COc1ccc(C2N(S(=O)(=O)c3ccc(C)cc3)CCN2S(=O)(=O)c2ccc(C)cc2)cc1	-4	-1	7	0.6	0.8	8	-6	-5	36*
CCC(=O)Nc1nnc(-c2ccc(OC)cc2)o1	-3	nt	1	0.6	0.9	2	-1	3	-18
COCc1c(C(=O)OCC(=O)c2c(N)n(CC(C)C)c(=O)n(C)c2=O)oc2ccccc12	5	-16	6	2.4	0.4	17	-5	1	9
CN(C)[C@@H]1C(=O)C(C(=O)NCN2CCCC2)=C(O)[C@@]2(O)C(=O)C3=C(O)c4c(O)cccc4[C@@](C)(O)C3CC12 (stereo partly drawn)	8	nt	2	0.9	-1.2	14	3	-2	-5
Cc1cc(C)nc(NS(=O)(=O)c2ccc(N/C=C3\CCCC3=O)cc2)n1	13	-5	-1	0.5	0.4	2	3	2	-10
CC(=O)Nc1ccc(C(=O)NNC(=O)c2cccc(C)c2)cc1	nt	-3	4	0.0	nt	1	-6	-4	nt
CC(C)(C)OC(=O)N1CCC(c2c(C(=O)N3CCC(c4ccccc4)C3)cnn2-c2cccc(Cl)c2)CC1 (stereo not drawn)	0	-11	6	24	nt	-9	-12	-7	nt
COc1cccc(C(=O)C2CCCN(C/C=C/c3ccccc3OC)C2)c1 (stereo not drawn)	-22	10	6	-0.6	-0.7	-1	1	-6	0
N#Cc1c(-c2ccccc2)c(-c2ccccc2)nn(CC(=O)NNC(=O)Nc2ccc(Cl)c(Cl)c2)c1=O	-11	?	0	0.8	1.2	57	-6	9	3
CCOC(=O)c1ccc(NC(=O)COc2cccc3c(=O)n(C)ccc23)cc1	-9	nt	4	0.7	0.2	nt	-5	-2	nt
Cn1c(=O)[nH]c(=O)c2c1nc(CN1CCOCC1)n2CCCO	15	-8	3	-0.1	0.1	-14	-8	-4	7
CS(=O)(=O)c1nc(S(=O)(=O)c2ccc(Cl)cc2)c(N2CCOCC2)s1	-6	2	0	-0.4	1.0	-5	-7	4	18
Further entries follow:
SMILES	D2 PAM	RXFP1 antag	D1 agonist	TRHR agonist	D2 agonist	D1 antagonist	TRHR PAM	D1 PAM	D2 antag
NC(=O)CSc1nc(C23CC4CC(CC(C4)C2)C3)nc2ccccc12	28	3	3	-1.3	0.5	-7	-9	2	27
O=C(Nc1ccc2oc(-c3ccc4ccccc4c3)nc2c1)c1cccs1	-5	-9	6	1.0	-0.4	nt	3	-2	-9
CCOC(=O)Cn1c(=O)oc2cc(S(=O)(=O)NCCC(C)C)ccc21	10	nt	14	1.2	-0.1	-20	-7	-4	-10
COc1ccccc1NC(=O)c1nnn(Cc2ccccc2)c1NC(C)=O	-22	0	3	-0.9	-0.4	-48*	3	1	-10

From PubChem BioAssay
